High-throughput results from PubChem.
ATXN viability – reduces viability in counter-screen for ATXN expression inhibitors | S2 cells (HEK-293 line with an ATXN2-luciferase reporter) viability, CellTiter-Fluor protease fluorescence, 24 h | Potency, µM (top dose mostly 56.7 µM), usual class: cytotoxic | 400,000 compounds, 0.49% hits; further: potency means the concentration at half of the fitted maximal effect; nearly all actives have a fitted effect of over 40% in size
IL2 activator – IL-2 activation; activation, % (series mostly up to about 46 µM); IL-2 activation reporter assay, cell-based qHTS; stimulated with anti-CD3/CD4/CD28 beads; in transgenic mouse T cells; 360,000 compounds, 0.065% hits; in the data active means activation above about 50%; inconclusive means mostly about 30% to 49%; further: 0% is about no effect
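First, unstimulated transgenic mouse T cells were exposed to compound for 60 min. Next, anti-CD3/anti-CD4-coated beads with anti-CD28 were added. Finally, after 18 h at 37 degrees C, EGFP and DsRed were imaged.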
EPAC2 agonist – EPAC2 (human) agonism | Q8WZA2 | EPAC2 activation, biochemical qHTS; response scale: 100% = 6.5 mM cAMP response | Potency, µM (series often up to 154 µM), for the others: at the top dose activation, actives largely listed as activators | 360,000 compounds, 0.079% hits | AID 720711; further: potency means the concentration at half of the fitted maximal effect; nearly all actives have a fitted effect of over 50% in size
Target sequence (Q8WZA2 whole entry, looked up): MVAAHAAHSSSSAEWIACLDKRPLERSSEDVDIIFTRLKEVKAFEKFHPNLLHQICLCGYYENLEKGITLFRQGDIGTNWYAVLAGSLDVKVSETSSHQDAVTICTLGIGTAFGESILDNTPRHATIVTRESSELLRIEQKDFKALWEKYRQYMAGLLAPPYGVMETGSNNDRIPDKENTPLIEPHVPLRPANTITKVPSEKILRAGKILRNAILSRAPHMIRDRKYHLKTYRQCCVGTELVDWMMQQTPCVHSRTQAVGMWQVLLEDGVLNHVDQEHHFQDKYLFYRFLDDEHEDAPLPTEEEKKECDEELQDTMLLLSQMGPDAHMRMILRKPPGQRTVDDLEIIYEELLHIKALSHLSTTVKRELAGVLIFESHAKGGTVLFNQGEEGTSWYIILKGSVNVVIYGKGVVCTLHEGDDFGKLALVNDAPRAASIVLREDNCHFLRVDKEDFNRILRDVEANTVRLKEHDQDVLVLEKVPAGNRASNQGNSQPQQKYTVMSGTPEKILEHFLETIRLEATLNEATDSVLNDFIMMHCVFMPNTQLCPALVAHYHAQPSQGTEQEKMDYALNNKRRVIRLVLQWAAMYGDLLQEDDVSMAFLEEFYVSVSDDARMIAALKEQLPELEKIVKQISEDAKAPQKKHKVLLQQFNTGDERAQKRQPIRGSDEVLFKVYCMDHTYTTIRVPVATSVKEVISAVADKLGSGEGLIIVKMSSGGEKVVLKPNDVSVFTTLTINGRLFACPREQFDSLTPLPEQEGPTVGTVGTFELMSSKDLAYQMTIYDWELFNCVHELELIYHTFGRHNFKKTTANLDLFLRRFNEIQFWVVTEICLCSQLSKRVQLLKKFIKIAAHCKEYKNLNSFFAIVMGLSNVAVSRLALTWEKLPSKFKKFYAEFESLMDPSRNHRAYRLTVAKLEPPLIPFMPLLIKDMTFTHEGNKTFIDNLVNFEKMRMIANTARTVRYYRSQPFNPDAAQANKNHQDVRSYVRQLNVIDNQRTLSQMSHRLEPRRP
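In this primary screen, activation is scored as increased exchange of BODIPY-GDP from Rap1B by 100 nM EPAC2, with 50 uM GDP as competitor. Signal is normalized to the 6.5 mM cAMP agonist control.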
Nrf2 inh – Nrf2 pathway inhibition | AID 504444 | A549 ARE-Fluc reporter, luciferase luminescence, 18-24 h | Potency, µM (top dose mostly 46 µM), for inactives: at the top dose activity change, negative = inhibition, actives largely listed as inhibitors | 360,000 compounds, 2.1% hits; further: potency means the concentration at half of the fitted maximal effect; on the % scale 0 is the no-effect control and ±100 the full control effect; nearly all actives have a fitted effect of over 60% in size
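A549 ARE_Fluc cells (5000/well, 5% FBS OPTI-MEM) pre-incubated 2 h, then treated with compounds 18-24 h at 37C/5% CO2 in concentration-response. CellTiter-Fluor viability read first; BugLite luciferase luminescence after 15 min at room temperature gives Nrf2 activity.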
HepG2 tox – counter-screen for TGF-b inhibitors: cytotoxicity in HepG2 cells; HepG2 CAGA-GFP viability, ATP luminescence, 18 h; Potency, µM (series often up to 46.1 µM), for the others: top-dose activity change, negative = cytotoxicity, usual class: cytotoxic; 410,000 compounds, 0.76% hits; further: potency means the concentration at half of the fitted maximal effect; some results filed as inactive show a strong effect at the top dose
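CellTiter-Glo luminescence gave cytotoxicity after 18 hours at 37 degrees C. The cells were HepG2 CAGA-GFP in 1% FBS DMEM, stimulated with 500 pg/mL TGF-beta after compound addition. %Activity was normalised to no-cell wells (complete cell-killing) and DMSO (no toxicity), and curves were fitted and classified.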
Nrf2 activator – Nrf2 pathway activation. AREc32 ARE-luciferase reporter (MCF7-derived line), luminescence, 24 h. Potency, µM (doses to about 46.1 µM), inactives show at the highest dose activation, actives largely listed as activators. 410,000 compounds, 0.31% hits. AID 624171; further: potency means the concentration at half of the fitted maximal effect; % of control where 0% means no effect; nearly all actives have a fitted effect of over 65% in size
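Cells of the AREc32 ARE-luciferase line are plated in OPTI-MEM containing 5% FBS and left overnight at 37 deg C. Compounds are pinned in, incubation continues 24 hr, and firefly luciferase signal is then measured.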
TGFb inhibitor – blocks TGF-b signaling. HepG2 CAGA-GFP TGF-b/SMAD3 reporter, GFP fluorescence, 18 h; TGF-beta stimulated, 500 pg/mL final. Potency, µM (highest dose often 46.1 µM), for inactives: top-dose activity, negative = inhibition, most hits filed as inhibitors. 410,000 compounds, 1.2% hits; further: potency means the concentration at half of the fitted maximal effect; on the % scale 0 is the no-effect control and ±100 the full control effect; nearly all actives have a fitted effect of over 65% in size
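HEPG2 CAGA-GFP cells (1000/well, DMEM with 1% FBS) were pre-incubated 2 h at 37 degrees C, given compound by pin tool, then stimulated with TGF-beta at 500 pg/mL final for 18 h before per-cell GFP fluorescence imaging.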
ATXN2 expr inh – reduces ATXN2 reporter expression in HEK-293 cells; 360,000 compounds, 0.72% hits; HEK-293 ATXN2-luciferase reporter, luminescence, 24 h; AID 1745845; Potency, µM (series often up to 57 µM), inactives show top-dose activity change, negative = inhibition, most hits filed as inhibitors; further: potency means the concentration at half of the fitted maximal effect; on the % scale 0 is the no-effect control and ±100 the full control effect; nearly all actives have a fitted effect of over 55% in size
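qHTS (up to 57 uM final) was run with 24 h compound exposure of reporter cells at 37 °C. Each well was multiplexed: SteadyGlo luminescence measured ATXN2-luciferase expression after a fluorogenic Gly-Phe-AFC viability readout (25 uM final).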
A549 viability – A549 cytotoxicity, counter-screen for Nrf2 inhibitors. AID 504648. Potency, µM (titrated, usually from 46 µM), for inactives: at the highest dose activity change, negative = cytotoxicity, usual class: inhibitors. A549 ARE-Fluc cells, CellTiter-Fluor viability, 18-24 h. 390,000 compounds, 0.16% hits; further: potency means the concentration at half of the fitted maximal effect; on the % scale 0 is the no-effect control and ±100 the full control effect
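A549 ARE-Fluc cells in 5% FBS OPTI-MEM, 5000 cells/well, rested 2 h then exposed to compounds in concentration-response for 18-24 h at 37 °C. Viability by CellTiter-Fluor fluorescence (Ex 405/Em 525) after 30 min; luciferase luminescence (BugLite, 15 min, RT) read afterwards.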
Starred values were filed as active, the others as inactive; i = inactive; ? = inconclusive; nt = no result given; & = joins results of further samples; [ ] = remark or other dose. Unless noted, the call rests on the fitted dose curve; in most records, active means well fitted curve in the direction sought with a large enough effect; inconclusive means small, poorly fitted or top-dose-only effect, or another doubt; inactive means no such curve, though single readings can be large; an effect the other way counts as inactive or inconclusive.

SMILES	ATXN viability	IL2 activator	EPAC2 agonist	Nrf2 inh	HepG2 tox	Nrf2 activator	TGFb inhibitor	ATXN2 expr inh	A549 viability
CC(SC1=Nc2ccccc2C2CC=NN12)C(=O)NC1(C#N)CCCCC1 (stereo not given)	i	-6.8	11%	-12%	-25%	0.7%	-5%	-23%	-1%
Cc1ccc(C)c(CN2C(=O)C3(c4ccccc42)N(c2ccc(Cl)cc2)C(=O)CS3(=O)=O)c1 (stereo not given)	i	nt	nt	20%	-20%	0.5%	2%	16%	11%
CCOC(=O)c1nc2sc(C)c(C)c2c(=O)[nH]1	i	5.3	2%	1%	-6%	0.1%	0%	-3%	-13%[1.84 µM]
O=C1CN(C(=O)COC(=O)c2cccc(S(=O)(=O)NCc3ccccc3)c2)c2ccccc2N1	i	-2.3	10%	-15%	-16%	-0.6%	-11%	-15%	-15%
CCCc1cc(C(=O)Nc2ccccc2SC)no1	i	-1.5	18%	?	2%	4.9%	1%	56%[activator]	5%
O=C(CSc1ccc(-c2ccco2)nn1)NCc1ccccc1	?	1.0	8%	5%	1%	?	-20%	-9%	2%
CC1CCCCN1S(=O)(=O)c1ccc(C(=O)Nc2nnc(-c3ccccn3)o2)cc1 (stereo not given)	i	0.0	-3%	-6%	-9%	-1.0%	0%	-15%	1%
O=C(Nc1ccc(O)c(-c2nc3ccccc3o2)c1)C1(c2ccccc2)CCCC1	i	-2.8	12%	nt	-7%	0.3%	-1%	-17%	7%
CC(C)CC1(C)NC(=O)N(Cc2cc([N+](=O)[O-])cc3c2OCOC3)C1=O (stereo not given)	i	-0.5	2%	-17%	-7%	-0.3%	0%	-5%	-3%
O=C1CCC[C@@H]2C[C@@]3(C[C@@H]4CCN1[C@H]24)Nc1cc(Cl)ccc1NC3=NC1CCCCC1	i	-0.5	0%	-13%	0%&18%	5.0%	?	10%	-9%
Cc1ccc(NC(=O)C2CC2)cc1S(=O)(=O)N1CCOCC1	i	-0.3	11%	4%	14%	4.1%	21%	0%	6%
CCOc1ccc(C2=[N+]([O-])C(C)(C)N(O)C2(C)C)cc1	i	-1.3	7%	-4%	4%	0.6%	5%	1%	-7%
Nc1nc(N)c2cc(S(=O)(=O)c3cccc(C(F)(F)F)c3)ccc2n1	i	-4.0	-3%	nt	1.3µM*	2.7%	-19%	nt	nt
Cc1cc(=O)[nH]c(SCC(=O)c2ccc(C)c(C)c2)n1	i	0.9	7%	0%	-13%	4.1%	-13%	-4%	-1%
CC(Sc1ncc(C#N)c(N)n1)C(=O)Nc1ccccc1 (stereo not given)	i	-0.9	2%	-1%	-3%	0.3%	10%	-1%	0%
COc1ccccc1N1CCN(C(=O)COc2ccccc2C#N)CC1	i	nt	nt	9%	-3%	0.5%	0%	-3%	2%
C=CCOc1ccc(NC(=O)C(=O)NCCCn2ccnc2)cc1	?	-0.4	0%	-27%	-18%	-0.6%	-2%	-11%	-1%
C=CCn1c(SCC(=O)N(C)C2CCS(=O)(=O)C2)nnc1-c1ccncc1 (stereo not given)	i	0.0	0%[15.6 µM]	13%	14%	0.1%	-1%	3%	-2%
Cc1ccc(OCC(=O)N2N=C(c3ccncc3)CC2(O)C(F)(F)F)cc1C (stereo not given)	i	0.6	-4%	-1%	-30%	1.0%	?	nt	9%
COC(=O)C1(C)NC(c2ccc(C)cc2)C2C(=O)N(c3ccc(F)cc3)C(=O)C21 (stereo not given)	i	0.0	-4%	1%	5%	-0.6%	10%	3%	2%
CCCCn1nnnc1NCc1cccc(OC)c1OC	i	-0.4	14%	14%	-24%	-0.3%	3%	3%	-3%
O=C(c1cc(COc2ccc(F)cc2Cl)on1)N(Cc1ccncc1)CC1CCCO1 (stereo not given)	i	-1.2	5%	-14%	-23%	-0.6%	-25%	-2%	0%
CCCCN(CC)S(=O)(=O)c1c(C)[nH]c(=O)[nH]c1=O	i	-0.1	1%	10%	-1%	-0.9%	0%	21%	-2%
C[C@H](N)c1nnc(SCC(N)=O)o1	i	-0.7	3%	-8%	1%	-1.2%	0%	17%	1%
CC(=O)N1CCCc2ccc(NS(=O)(=O)c3cccc(Cl)c3)cc21	nt	nt	nt	nt	8%	0.4%	30%	nt	-5%

More results follow:
SMILES	ATXN viability	IL2 activator	EPAC2 agonist	Nrf2 inh	HepG2 tox	Nrf2 activator	TGFb inhibitor	ATXN2 expr inh	A549 viability
N=C1C(c2nc3ccccc3s2)=C(O)CN1NC(=O)c1ccc([N+](=O)[O-])cc1	?	-0.4	2%	?	-90%	18%	7.1µM*	-35%	?
CCN(CC)c1ccc(NC(=O)CN2CCN(c3ccccc3F)CC2)cc1	i	-0.3	5%	nt	-19%&-39%	0.4%&0.0%	-8%&23%	2%	1%&0%
Cc1cc(NC(=O)CSc2nnc(CNC(=O)c3c(F)cccc3F)o2)no1	i	-4.1	12%	2%	7%	-1.2%	1%	7%	-5%
CCOc1ccc(S(=O)(=O)N2CCC(C(=O)NCCc3ccc(S(N)(=O)=O)cc3)CC2)cc1	i	-0.6	1%	-15%	3%	-0.3%	-16%	nt	0%
COc1cccc(NC(=O)CSc2cccc[n+]2[O-])c1	i	0.7	-2%	3%	2%	15%	9%	nt	0%
O=C(COc1ccc(Cl)c2cccnc12)N1CCOCC1	i	-0.2	9%	8%	4%	0.5%	-6%	10%	-1%
Cc1nnc2ccc(-c3ccc(NS(C)(=O)=O)cc3)nn12	i	-0.7	0%	-1%	2%	0.0%	8%	52%[activator]	0%
Cc1ccc(S(=O)(=O)N2CCOCC2)cc1C(=O)Nc1ccc(C(N)=O)cc1	i	0.9	-2%	-16%	1%	-0.7%	-13%	2%	-7%
CCOc1ccc(CCNC(=O)c2cnc3sc(N4CCCCC4)nn3c2=O)cc1	i	nt	nt	?	2%	-0.4%	0%	7%	0%
Cc1cc(C)n2c(Nc3c(C)cccc3C)c(-c3cccnc3)nc2n1	i	-0.4	3%	nt	nt	0.6%	nt	5%	nt
O=C(COC(=O)c1ccccc1)NC12CC3CC(CC(C3)C1)C2	i	-2.8	9%	-2%	7%	0.4%	-15%	3%	-7%
Cn1c(=O)c([N+](=O)[O-])c(NCCc2ccccc2)c2ccccc21	i	1.2	2%	?	-15%	3.9%	-1%	-11%	-1%
COc1ccc(NC(=O)CN(C)S(=O)(=O)c2ccc(Cl)cc2)c([N+](=O)[O-])c1	?	2.1	6%	-4%	0%	-0.4%	-1%	-2%	-1%
COc1ccc(N2CCN(Cc3cc4c(cc3Br)OCCO4)CC2)cc1	i	-2.2	16%	-16%	-42%	-0.1%	0%	-19%	-8%
CCCCC(=O)Nc1cc(-c2nc3cccnc3s2)ccc1C	i	nt	nt	-2%	-38%	7.3%	1%	63%[activator]	0%
CN(CC(=O)Nc1ccc(N2CCOCC2)cc1)CC(=O)Nc1ccc(C(F)(F)F)cc1	i	-4.0	7%	-1%	-27%	3.4%	-13%	-14%	-3%
O=C(NCCc1ccc(Cl)cc1)C1CCCO1 (stereo not given)	i	-4.4	8%	-1%	1%	-0.3%	-13%	-11%	2%
CCNC(=O)C1CCCN(c2nc(C)cc(C)n2)C1 (stereo not given)	?	2.0	4%	-9%	15%	0.0%	4%	-21%	-3%
CC(=O)c1c(-c2ccccc2)[nH]c2ccccc12	?	-0.3	6%	?	-21%	0.4%	-1%	-34%	-5%
CC(=O)c1ccc(S(=O)(=O)Nc2ccc(-c3cn4c(n3)SCC4)cc2)cc1	i	-0.3	17%	14%	6%	0.1%	3%	3%	0%
CCOC(=O)C1(C)CCCN1C(=O)c1ccccc1OC (stereo not given)	i	0.4	2%	nt	7%	-0.4%	22%	1%	nt
CN(C(=O)CC(=O)Nc1ccc(Cl)c(Cl)c1)c1ccccc1	i	-0.2	2%	6%	-6%	0.1%	-1%	-22%	1%
Cc1[nH]c(=O)[nH]c(=O)c1S(=O)(=O)N1CCCC(C(=O)NCc2ccco2)C1 (stereo not given)	i	0.6	7%	nt	3%	0.1%	3%	-1%	5%
COc1ccc(-n2c(C)nn(CC3CC3)c2=O)cc1	i	-4.8	5%	-4%	-1%	0.7%	7%	-11%	1%
COc1ccc(NC(=O)CSc2nnc(-c3ccccc3)n2N)cc1	i	1.2	2%	3%	1%	0.4%	1%	-9%	9%
O=C(Nc1ccc(N2CCOCC2)cc1)Nc1ccc2nsnc2c1	i	0.3	13%	-7%	-13%	0.1%	-11%	-8%	1%
CCCCCCN1C[C@H](n2cc(C3CC3)nn2)[C@@H](O)C[C@@H]1c1ccc(C)cc1	nt	-2.3	1%	nt	16µM*	-5.2%	14µM*	?	nt
O=C(CN1C(=O)NC2(CCCCC2)C1=O)N1CCN(C(=O)c2cccs2)CC1	?	-0.4	4%	-1%	-1%	0.0%	-16%	-1%	0%

Part of the list above, set out differently:
Below each SMILES: ATXN viability | IL2 activator | EPAC2 agonist | Nrf2 inh | HepG2 tox | Nrf2 activator | TGFb inhibitor | ATXN2 expr inh | A549 viability
C[C@H](N)c1nnc(SCC(N)=O)o1
→ i | -0.7 | 3% | -8% | 1% | -1.2% | 0% | 17% | 1%
CC(=O)N1CCCc2ccc(NS(=O)(=O)c3cccc(Cl)c3)cc21
→ nt | nt | nt | nt | 8% | 0.4% | 30% | nt | -5%
N=C1C(c2nc3ccccc3s2)=C(O)CN1NC(=O)c1ccc([N+](=O)[O-])cc1
→ ? | -0.4 | 2% | ? | -90% | 18% | 7.1µM* | -35% | ?
CCN(CC)c1ccc(NC(=O)CN2CCN(c3ccccc3F)CC2)cc1
→ i | -0.3 | 5% | nt | -19%&-39% | 0.4%&0.0% | -8%&23% | 2% | 1%&0%
Cc1cc(NC(=O)CSc2nnc(CNC(=O)c3c(F)cccc3F)o2)no1
→ i | -4.1 | 12% | 2% | 7% | -1.2% | 1% | 7% | -5%
